# KCNK3 inh: human KCNK3 channel inhibition, primary screen; O14649; CHO-KCNK3 thallium flux, FluxOR fluorescence; hits give low values; B-score at 10 µM; 340,000 tested, 0.84% active; AID 602410;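 active = B-score under library mean minus 4 SD, starting fluorescence ratio at most library mean plus 5 SD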;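 note: more negative B-score means stronger inhibition of thallium flux through KCNK3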
# TMEM16A inh: blocks the mouse calcium-activated chloride channel TMEM16A; Q8BHY3; HEK293 TMEM16A/YFP iodide influx fluorescence, ionomycin; normalized B-score (activity score, 25-100; higher = stronger inhibition) at 10 µM; 310,000 tested, 1.2% active; AID 588511;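 active = ratio plate-corrected score three or more library SD toward inhibition, starting fluorescence score within five deviations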;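 note: score derived from kinetic fluorescence span divided by baseline fluorescence per well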
# HDAC3 inh: inhibitors of human histone deacetylase 3; O15379; 320,000 tested, 0.15% active; inhibition, % at 8.3 µM; recombinant HDAC3, fluorogenic peptide/trypsin coupled, fluorescence; in the data active = inhibition above about 26%, passing the limit was not always enough; inconclusive = no clear call, values can overlap the other calls
# hERG protect: shields human hERG channel from block by proarrhythmic agents; CHO-hERG, FluxOR thallium flux, dofetilide IC70 present; activation (rescue from dofetilide block), less the hit threshold, % at 10 µM; Q12809; 310,000 tested, 0.51% active;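 active = activation above the mean of controls blocked by dofetilide plus 5 SD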;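 note: thallium influx through hERG after potassium depolarization seen as dye fluorescence rise; in these data hits start at about 4.7%; inactives centre near -7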
# Target sequence (Q12809 whole entry, looked up): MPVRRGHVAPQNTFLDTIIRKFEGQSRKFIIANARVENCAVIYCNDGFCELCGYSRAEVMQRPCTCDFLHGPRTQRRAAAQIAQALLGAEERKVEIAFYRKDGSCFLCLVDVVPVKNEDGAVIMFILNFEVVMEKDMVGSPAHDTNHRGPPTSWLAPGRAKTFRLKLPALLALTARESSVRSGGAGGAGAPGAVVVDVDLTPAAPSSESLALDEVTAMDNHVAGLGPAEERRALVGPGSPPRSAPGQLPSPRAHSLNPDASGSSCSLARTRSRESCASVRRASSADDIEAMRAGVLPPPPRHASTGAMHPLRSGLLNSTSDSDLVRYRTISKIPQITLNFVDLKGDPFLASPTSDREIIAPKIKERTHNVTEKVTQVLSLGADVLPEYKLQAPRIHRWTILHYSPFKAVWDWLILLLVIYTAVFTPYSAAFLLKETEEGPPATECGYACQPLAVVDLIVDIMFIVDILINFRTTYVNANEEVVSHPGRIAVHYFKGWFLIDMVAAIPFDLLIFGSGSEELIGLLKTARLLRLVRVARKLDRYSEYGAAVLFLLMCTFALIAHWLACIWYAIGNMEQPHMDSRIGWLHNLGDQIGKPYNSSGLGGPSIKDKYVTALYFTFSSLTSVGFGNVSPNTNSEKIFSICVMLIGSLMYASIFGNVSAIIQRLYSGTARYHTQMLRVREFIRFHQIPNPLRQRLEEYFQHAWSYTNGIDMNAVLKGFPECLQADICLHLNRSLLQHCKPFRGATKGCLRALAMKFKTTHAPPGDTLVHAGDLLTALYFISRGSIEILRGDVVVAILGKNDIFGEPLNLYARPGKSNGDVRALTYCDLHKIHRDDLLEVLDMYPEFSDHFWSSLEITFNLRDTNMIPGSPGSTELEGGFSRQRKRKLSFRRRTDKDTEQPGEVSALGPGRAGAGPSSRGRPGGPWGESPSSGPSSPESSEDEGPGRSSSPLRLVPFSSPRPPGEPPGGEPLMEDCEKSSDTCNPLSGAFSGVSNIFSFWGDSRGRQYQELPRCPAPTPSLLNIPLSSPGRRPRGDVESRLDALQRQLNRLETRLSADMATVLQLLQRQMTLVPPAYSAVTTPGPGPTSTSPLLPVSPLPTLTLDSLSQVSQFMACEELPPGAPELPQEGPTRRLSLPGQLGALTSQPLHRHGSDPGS
# TRPC4 act: TRPC4 (mouse) channel activation | Q9QUQ5 | HEK293 TRPC4beta/mu-opioid, Fluo4 calcium fluorescence; hits give high values | B-score at 10 µM | 310,000 tested, 0.49% active | AID 2237;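 active = B-score above 5 SD of library B-scores, and initial fluorescence ratio not above library mean plus 5 SD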;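 note: positive B-score marks a calcium rise read as TRPC4 activation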
#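 Assay system – TRPC4beta and mu-opioid receptor HEK293 stable cells · Measured by – Fluo4 fluorescence, kinetic · Schedule – dye loading 45 min room temperature, 110 s kinetic read · Read-out – B-scored integrated calcium fluorescence ratio · Controls – buffer and maximal DAMGO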
# KCNQ1 pot: human KCNQ1 channel potentiation or activation | AID 2648 | P51787 | 310,000 tested, 0.35% active | CHO-K1 KCNQ1, thallium flux FluxOR fluorescence; hits give high values | B-score at 10 µM;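 active = fluorescence ratio B-score, a plate-corrected score, at least three library SD, with initial intensity B-score within 5 SD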
#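 Assay system: CHO-K1 cells stably expressing KCNQ1; Medium: assay buffer with matched DMSO; Also added: K+/Tl+ depolarizing stimulus; Dosing: single dose; Timing: dye 90 min, compound 20 min, room temperature; Measured by: kinetic FluxOR thallium fluorescence, 10-s 1-Hz baseline, 110-s post-stimulus read; Read-out: peak-minus-minimum fluorescence over initial fluorescence, negative-control normalized, B-scored.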
# KCNQ1 inh: inhibitors of human KCNQ1 potassium channel; P51787; CHO-K1 KCNQ1, FluxOR thallium flux fluorescence; hits give high values; B-score at 10 µM; 310,000 tested, 1.3% active; AID 2642;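 active = compounds whose thallium flux B-score, printed positive for inhibition, exceeds three library SD while starting fluorescence stays within three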;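 note: channel opened by potassium depolarization with thallium stimulus after 20 min compound exposure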
# DYRK1A inh: blocks rat Dyrk1A kinase activity. inhibition, % at 12.5 µM. ADP-Glo luminescence, NFATc1 peptide. AID 504441. 310,000 tested, 0.43% active; in the data active = inhibition above about 50%;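 note: plate controls were vehicle with enzyme for no effect and no enzyme for full effect; many of its hits are not listed in these tables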
# TMEM16A act: mouse TMEM16A channel activation, primary screen; 340,000 tested, 0.3% active; Q8BHY3; AID 623877; B-score at 10 µM; HEK293 TMEM16A/YFP-H148Q/I152L, iodide quench fluorescence; hits give low values;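 active = fluorescence-ratio B-score plate-corrected deviation score at least 3 library SD below zero, with starting fluorescence score within 5 deviations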;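 note: channel opened by trigger with iodide after compound preincubation; score built on the fluorescence ratio of max minus min over baseline; more negative score means more quench and so TMEM16A activation or potentiation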
# KCNK9 inh: inhibitors of human KCNK9 two-pore domain potassium channel; HEK293 KCNK9, FluxOR thallium flux fluorescence; hits give low values; B-score at 10 µM; Q9NPC2; 310,000 tested, 1.2% active;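 active = ratio B-score over 3 SD below the library mean, with starting fluorescence within 5 SD of its mean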;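 note: negative B-score means less thallium flux so channel inhibition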
# TRPC4 PAM: TRPC4 (mouse) allosteric potentiation. HEK293 TRPC4beta/mu-opioid, DAMGO EC20, Fluo-4 Ca2+ flux; hits give high values. AID 2227. B-score at 10 µM. 310,000 tested, 0.42% active. Q9QUQ5;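 active = B-score of calcium response area above 5 SD of library B-scores, with initial fluorescence ratio within 5 SD of library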;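 note: B-score of integrated fluorescence ratio over time as area under calcium response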
# * hit, by the source's call; i = inactive; ? = inconclusive; / = not tested or not shown. Some of the compounds tested (hit frequency here may not be typical).
SMILES,KCNK3 inh,TMEM16A inh,HDAC3 inh,hERG protect,TRPC4 act,KCNQ1 pot,KCNQ1 inh,DYRK1A inh,TMEM16A act,KCNK9 inh,TRPC4 PAM
Cc1ccc(C(=O)N/C(=C\c2ccc([N+](=O)[O-])cc2)C(=O)NCCc2ccccc2)cc1,i,i,0,-9,i,i,i,0,i,i,i
CC(=O)Nc1ccc(S(=O)(=O)N2CCC(C(=O)NCc3ccncc3)CC2)cc1,i,i,-6,-3,i,i,i,3,i,i,i
CC1(C(=O)OCc2cc(=O)n3cc(Br)ccc3n2)CC1(Cl)Cl (configuration not stated),i,i,4,-11,i,i,i,17,i,i,15*
CC(C)N1CCN(Cc2cccn2-c2ccccn2)CC1CCO (configuration not stated),i,i,2,-3,i,i,i,-2,i,i,i
COCCNC(=O)NC(=O)CSc1nc(C)c(C)c(C)n1,i,i,-3,-15,i,i,i,/,i,i,i
O=C(O)c1nc(-c2ccccc2)n(-c2ccc(Cl)cc2)n1,i,i,3,-9,i,i,i,1,i,i,i
CCO[C@H]1OC(C(=O)NC2CC2)=C[C@@H](c2ccc3c(c2)OCO3)[C@@H]1CCCO,i,i,-6,-10,i,i,i,5,i,i,i
CCn1c(CCCOc2ccc(Cl)cc2Cl)nnc1SCC(=O)Nc1cc(F)ccc1C,i,i,18,-6,i,i,i,-2,i,-9.7*,i
Clc1ccsc1-c1ccnc(-n2cccc2)n1,i,i,0,-14,i,i,i,5,i,i,i
CCCCN(C(=O)CSc1nnnn1C)c1c(N)n(Cc2ccccc2)c(=O)[nH]c1=O,i,i,4,-16,i,i,i,-8,i,i,i
O=C(NCc1ccccc1)Nc1cccc2ccccc12,i,i,0,-20,i,i,i,6,i,i,i
COCCn1c(Cc2ccccc2)nnc1SCC(=O)NC(C)C,i,i,-2,-2,i,i,i,-5,/,i,i
Cc1ccc(C)c(NC(=S)N2CCC(NC(=O)c3ccccc3)CC2)c1,i,i,0,-6,i,i,i,4,i,i,i
O=C(CN1C(=O)COc2ccccc21)N1CCc2ccccc2C1,i,i,1,-5,i,i,i,1,i,i,i
O=S(=O)(c1cccc(S(=O)(=O)N2CCCC2)c1)c1cccc(S(=O)(=O)N2CCCC2)c1,i,i,1,-8,i,i,i,5,i,-9.2*,i
O=C(CCCC1=NS(=O)(=O)c2ccccc2N1)N1CCN(c2ccc([N+](=O)[O-])cc2)CC1,i,i,6,-7,i,i,i,-1,i,i,i
Cc1cc(N2CCN(c3ccccc3F)CC2)nc2cc(O)ccc12,i,i,-3,-10,i,i,i,3,i,i,i
COc1ccc(OCC(=O)N2CCc3c([nH]c4ccccc34)C2c2ccccn2)cc1 (configuration not stated),i,i,4,-3,i,i,i,1,i,i,i
Cc1ccc(S(=O)(=O)c2cn(C)c3cc(N4CCOCC4)c(F)cc3c2=O)cc1,i,i,?,-5,i,i,i,-4,i,i,i
O=C(COc1coc(CN2CCc3ccccc32)cc1=O)Nc1cccc(F)c1,i,i,7,-12,i,i,i,-8,i,i,i
O=C(CSc1nncs1)NC(=O)Nc1ccc2c(c1)OCCO2,i,i,-7,-9,i,i,i,6,i,i,i
C=CCC(NCc1ccccc1)c1ccc(Cl)cc1 (configuration not stated),i,i,1,-7,i,i,i,-1,i,i,i
CCOc1ccc(N(CC(=O)Nc2ccc(OC)cc2)C2=NC3CS(=O)(=O)CC3S2)cc1 (configuration not stated),i,i,/,-1,i,i,i,4,i,i,i
CCN(CC(=O)Nc1c(F)cccc1F)C(=O)c1ccc2c(c1)S(=O)(=O)N=C1CCCCCN12,i,i,3,-11,i,i,i,3,i,i,i
O=C(NCCN1CCOCC1)c1ccc(NC(=O)C2COc3ccccc3O2)cc1 (configuration not stated),i,i,-2,-3,i,i,i,-2,i,i,i
Cc1ccc(NC(=O)c2cc(S(=O)(=O)N3CCOCC3)ccc2F)c(C)c1,i,i,-2,-11,i,i,i,-4,i,i,i
Cc1ccc(C(=O)N/C(=C\c2cccnc2)c2nc3ccccc3[nH]2)cc1,i,i,-2,-5,i,i,i,-4,i,i,i
CCCCn1c(N)c(N(CCOC)C(=O)CSc2nnc(-c3ccncc3)n2CCC)c(=O)[nH]c1=O,i,i,-1,-15,i,i,i,8,i,i,i
CN(c1ccc(C(=O)Nc2ccc3c(c2)n(C)c(=O)n3C)cc1)S(C)(=O)=O,i,i,/,1,i,i,i,0,i,i,i
CC(C)[C@H](NC(N)=O)C(=O)NNC(=O)COc1cccc(C(F)(F)F)c1,i,i,0,-6,i,i,i,12,i,i,i
CCOC(=O)c1cnn2c(N)c(C#N)nnc12,i,i,1,-2,i,i,i,2,i,i,i
Cc1onc(-c2c(F)cccc2Cl)c1C(=O)NCCc1ccncc1,i,i,4,-3,i,i,i,-2,i,i,i
CCOC(=O)c1[nH]c(=O)c2ccccc2c1O,i,i,-11,-6,i,i,i,6,i,i,i
Cc1ccc(CSc2nnc(CC(=O)Nc3ccc(C)cc3)n2C)cc1,i,i,5,-6,i,i,i,-5,i,i,i
Cc1cc(Cl)nc(-n2nc(C)cc2C)n1,i,i,16,-5,i,i,i,/,i,i,i
Fc1ccc(C2c3[nH]c4ccccc4c3CCN2Cc2ccoc2)cc1 (configuration not stated),i,i,-1,-9,i,i,i,-5,i,i,i
COc1ccc(C(=O)N/N=C2\CCS(=O)(=O)c3ccc(F)cc32)cc1OC,i,i,1,-2,i,i,i,-4,i,i,i
COC(=O)CCCn1c(C)cc(C(=O)CCl)c1C,i,i,-12,-9,i,i,i,-10,i,i,i
COC(=O)c1cccc(NC(N)=S)c1,i,i,2,-12,i,i,i,-1,i,i,i
CCCc1nnc(NC(=O)CCS(=O)(=O)Cc2ccccc2)s1,i,i,-10,1,i,i,i,3,i,i,i
O=C(CN1C(=O)c2ccc([N+](=O)[O-])cc2C1=O)Nc1nccs1,i,i,1,-3,i,i,i,/,i,i,i
COc1ccc(S(=O)(=O)CCC(=O)N2CCN(c3ccc(F)cc3)CC2)cc1,i,i,1,1,i,i,i,-6,i,i,i
CCc1ccc(C2NC(=S)NC3=C2C(=O)N(c2ccccc2OC)C(c2ccc(CC)cc2)N3)cc1 (configuration not stated),i,i,?,-13,i,i,i,-2,i,i,i
O=C(NCCN1CCOCC1)c1cc(-c2cccc(Cl)c2)on1,i,i,2,-3,i,i,i,-1,i,i,i
O=C(NCCCn1ccnc1)c1cc(Cl)cc(Cl)c1,i,i,-2,-7,i,i,i,1,i,i,i
CC1(C)CN(c2ccccc2)N(C(=O)c2ccc(F)cc2)C1=O,i,i,14,-11,i,i,i,-4,i,i,i
NNC(=S)NCc1ccccc1,i,i,-2,-14,i,i,i,-5,i,i,i
COc1ccccc1CNC(=O)[C@H](NC(=O)C1CCN(C(=O)[C@@H](N)CCSC)CC1)C(C)C,i,i,-5,-4,i,i,i,8,i,i,i
CC(Oc1ccccc1)C(=O)Nc1nnc(S(=O)(=O)Nc2ccccc2)s1 (configuration not stated),i,100*,7,-10,i,i,i,-3,i,i,i
Cc1ccc(C(=O)CN2/C(=C(\O)c3ccccc3)C(=O)c3ccccc3S2(=O)=O)c(C)c1,i,i,2,-12,i,i,i,-5,i,i,i
CNc1ccccc1C(=O)OCC(=O)Nc1ccc2c(c1)OCO2,i,i,5,-10,i,i,i,-12,i,i,i
CSc1ccccc1NC(=O)CN1CCN(Cc2ccccc2)CC1,i,i,1,-21,i,i,i,2,i,i,i
Cn1c(=O)c2c(nc(SCCCC#N)n2Cc2c(F)cccc2Cl)n(C)c1=O,i,i,-12,-12,i,i,i,-2,i,i,i
COc1ccc(N)cc1NC(=O)CN1CCCC1,i,i,-11,-1,i,i,i,-2,i,i,i
OCCN(Cc1ccccc1)Cc1ccc(C(F)(F)F)cc1,i,i,7,-6,i,i,i,0,i,-6.9*,i
Cc1ccnc(NC(=O)C23CC4CC(CC(C4)C2)C3)c1,i,i,-1,-3,i,i,i,1,i,i,i
CN(CC1CCCCO1)C(=O)c1cc(COc2ccc(F)cc2Cl)on1 (configuration not stated),i,i,3,-14,i,i,i,3,i,i,i
Cn1nnnc1SCC(=O)Nc1ccc(Oc2ccc(Cl)cc2)cc1,i,i,-5,-6,i,i,i,-4,i,i,i
CCOC(=O)c1ccccc1NC(=O)CSc1nc2c(c(=O)n(C)c(=O)n2C)n1C,/,/,/,-3,i,i,i,/,/,i,i
Cc1ccc(CC(=O)NC2CCCc3ccccc32)cc1C (configuration not stated),i,i,9,-7,i,i,i,1,i,i,i
COc1ccc(N2C(=O)NC(NC(=O)c3ccncc3)(C(F)(F)F)C2=O)cc1 (configuration not stated),i,i,-2,-9,i,i,i,11,i,i,i
COc1cccc(C(c2nnnn2CC2CCCO2)N2CCN(C(=O)c3ccco3)CC2)c1OC (configuration not stated),i,i,-1,-9,i,i,i,0,i,i,i
O=[N+]([O-])c1ccccc1N/N=C1\CC2CC=CC12 (configuration not stated),i,i,2,-5,i,i,i,-6,i,i,i

# Gathered by group: the entries above containing a furan ring, fused or not.
SMILES,KCNK3 inh,TMEM16A inh,HDAC3 inh,hERG protect,TRPC4 act,KCNQ1 pot,KCNQ1 inh,DYRK1A inh,TMEM16A act,KCNK9 inh,TRPC4 PAM
Fc1ccc(C2c3[nH]c4ccccc4c3CCN2Cc2ccoc2)cc1 (configuration not stated),i,i,-1,-9,i,i,i,-5,i,i,i
COc1cccc(C(c2nnnn2CC2CCCO2)N2CCN(C(=O)c3ccco3)CC2)c1OC (configuration not stated),i,i,-1,-9,i,i,i,0,i,i,i

# In the list so far, these contain a nitro group on carbon:
SMILES,KCNK3 inh,TMEM16A inh,HDAC3 inh,hERG protect,TRPC4 act,KCNQ1 pot,KCNQ1 inh,DYRK1A inh,TMEM16A act,KCNK9 inh,TRPC4 PAM
Cc1ccc(C(=O)N/C(=C\c2ccc([N+](=O)[O-])cc2)C(=O)NCCc2ccccc2)cc1,i,i,0,-9,i,i,i,0,i,i,i
O=C(CCCC1=NS(=O)(=O)c2ccccc2N1)N1CCN(c2ccc([N+](=O)[O-])cc2)CC1,i,i,6,-7,i,i,i,-1,i,i,i
O=C(CN1C(=O)c2ccc([N+](=O)[O-])cc2C1=O)Nc1nccs1,i,i,1,-3,i,i,i,/,i,i,i
O=[N+]([O-])c1ccccc1N/N=C1\CC2CC=CC12 (configuration not stated),i,i,2,-5,i,i,i,-6,i,i,i
